Growth percent in the NCI-60 one-dose screen (48 h, 10 µM unless noted): 100 = growth as untreated, 0 = no growth, -100 = all killed.
SR: SR leukemia cells; 73,000 compounds, 8.7% hits
MDA-MB-231: MDA-MB-231 breast cancer; 81,000 compounds, 5% hits
MCF7: MCF7 breast cancer; 82,000 compounds, 6.3% hits; AID 1794796
MDA-MB-435: MDA-MB-435 melanoma; 82,000 compounds, 7.8% hits; AID 1794794
K-562: K-562 leukemia | 78,000 compounds, 7.4% hits
MDA-MB-468: MDA-MB-468 breast cancer | 78,000 compounds, 8.5% hits | AID 2202374
RPMI-8226: RPMI-8226 leukemia cells; 77,000 compounds, 7.5% hits
MOLT-4: MOLT-4 leukemia cells; 80,000 compounds, 6.9% hits
* hit, by the source's call; x = not tested or not shown; & = joins results of further samples. Rule for the calls: active = growth percent below 10; inactive = the rest.

Value order – SR	MDA-MB-231	MCF7	MDA-MB-435	K-562	MDA-MB-468	RPMI-8226	MOLT-4
> O=C(O)CCCCCC1=CCCCC1
 : 114	102	100	112	131	112	102	126
> COc1ccc(C2CC(c3cccc(Nc4nc(Cl)nc5cc(OC)c(OC)cc45)c3)=NN2C=O)cc1 (stereo not drawn)
 : 114	88	93	100	96	96	69	80
> CC(C)=CCc1c(O)c(C(=O)CC(C)COC(=O)/C=C/c2ccccc2)c(O)c2c(-c3ccccc3)cc(=O)oc12 (stereo not drawn)
 : 65	65	78	94	69	67	51	71
> CC(c1ccccc1)C(C)(C)O (stereo not drawn)
 : 85	94	91	95	88	113	x	108
> NS(=O)(=O)c1ccc(-n2nc(-c3ccc(Cc4ccccc4)cc3)ccc2=O)cc1
 : 105	93	97	102	113	99	91	108
> CC1=NN(C(=O)c2sc3nnc(-c4ccccc4)c(-c4ccccc4)c3c2O)C(=O)C1
 : 69	122	85	84	x	80	59	68
> Cc1ccc(C(=O)C[n+]2ccc3ccccc3c2)c(O)c1
 : 89	96	87	97	100	98	99	93
> Nc1nc(SCc2ccccc2)c2ncn(C3CCCO3)c2n1 (stereo not drawn)
 : 119	107	104	96	60	x	75	109
> CC(C)(C)n1cc(-c2ccnc(NCCCNS(=O)(=O)c3cccc4ccccc34)c2)c(-c2ccccc2)n1
 : 13	71	43	86	21	47	29	41
> Cc1ccc(-c2csc(NC(=O)N3CCN(c4cc5c(cc4F)c(=O)c(C(=O)O)cn5C4CC4)CC3)n2)cc1
 : x	18	6.0*	18	17	-5.1*	4.8*	3.5*

Full records from above.
`Nc1nc(SCc2ccccc2)c2ncn(C3CCCO3)c2n1` (stereo not drawn) across the screens: SR: 119; MDA-MB-231: 107; MCF7: 104; MDA-MB-435: 96; K-562: 60; MDA-MB-468: x; RPMI-8226: 75; MOLT-4: 109
`Cc1ccc(-c2csc(NC(=O)N3CCN(c4cc5c(cc4F)c(=O)c(C(=O)O)cn5C4CC4)CC3)n2)cc1` across the screens: SR: x; MDA-MB-231: 18; MCF7: 6.0*; MDA-MB-435: 18; K-562: 17; MDA-MB-468: -5.1*; RPMI-8226: 4.8*; MOLT-4: 3.5*

The list goes on.
Value order – SR	MDA-MB-231	MCF7	MDA-MB-435	K-562	MDA-MB-468	RPMI-8226	MOLT-4
> COC(=O)COc1ccc(/C=C2/NC(=O)N(c3ccccc3)C2=O)cc1
 : 89	99	97	104	102	x	88	75
> Cc1cccc(Nc2ncnc3c2cnn3-c2cccc(Br)c2)c1
 : 100	89	95	108	102	108	105	108
> CCCn1c(O)c(N=NC(=O)c2cc3ccccc3[nH]2)c2ccccc21
 : 86	103	96	99	74	123	74	79
> COS(=O)(=O)CCN(CCOS(C)(=O)=O)S(C)(=O)=O
 : 96	109	96	108	76	104	100	91
> N#CCCC1(CCC#N)c2ccccc2C(=O)c2ccccc21
 : x	110	98	93	x	97	93	x
> O=S(=O)(Nc1ccc(Cl)nn1)c1ccc(NC(=S)NC2CCCCC2)cc1
 : 56	104	93	104	101	94	107	108
> CCOC(=O)C1=C(CSC(=S)N2CCOCC2)N(C)C(=O)NC1c1ccccc1 (stereo not drawn)
 : 89	91	87	96	18	94	105	96
> O=C1c2ccccc2C(=O)N1CCCSc1nc2ccccc2c(=O)n1CCc1ccccc1
 : x	86	98	88	x	101	x	x
> CC(C)(C)c1ccc2ccccc2c1
 : 103	98	98	103	93	109	112	98
> O=c1cc(-c2ccccc2)oc2c1ccc1c(O)cccc12
 : 49	71	62	80	68	45	82	69

Quoted at random: three entries already listed
Value order – SR	MDA-MB-231	MCF7	MDA-MB-435	K-562	MDA-MB-468	RPMI-8226	MOLT-4
> COS(=O)(=O)CCN(CCOS(C)(=O)=O)S(C)(=O)=O
 : 96	109	96	108	76	104	100	91
> COC(=O)COc1ccc(/C=C2/NC(=O)N(c3ccccc3)C2=O)cc1
 : 89	99	97	104	102	x	88	75
> CC(C)(C)c1ccc2ccccc2c1
 : 103	98	98	103	93	109	112	98

Remaining list, next part
Value order – SR	MDA-MB-231	MCF7	MDA-MB-435	K-562	MDA-MB-468	RPMI-8226	MOLT-4
> Cc1cccc(C2=CCCCC2)c1
 : 96	104	107	94	98	102	104	101
> C=CCNc1nc(-c2ccccc2)c(C2(O)C(=O)Nc3ccc([N+](=O)[O-])cc32)s1 (stereo not drawn)
 : 75	107	99	102	98	x	84	102
> CS(=O)(=O)c1ccc(-c2nn(-c3ccccc3)cc2C=O)cc1
 : 69	92	83	64	54	106	104	95
> CCC(c1ccccc1)c1noc(CCN(CC)CC)n1 (stereo not drawn)
 : 69	106	86	110	65	x	77	83
> Clc1ccc(/C=C2\CCCC3C2=Nc2ccccc2NC3c2ccc(Cl)cc2)cc1 (stereo not drawn)
 : 21	98	36	12	47	60	-16*	66
> Nc1ccc2ccc(N)cc2c1
 : 37	62	64	-34*	57	76	85	77
> O=C1C=CC(=O)N1c1cc(Cl)ccc1Cl
 : 98&102	108&109	102&99	111&118	91&65	92&73	96	101&91
> Cc1cc2c(cc1C)-n1c(C)cc(=O)n1C(c1ccc3c(c1)OCO3)N2 (stereo not drawn)
 : 103	113	94	86	106	101	102	117
> CCCCN(N=C(c1ccccc1)c1ccccc1)c1ccccc1
 : 83	115	104	104	104	106	78	109
> Cc1onc(-c2c(F)cccc2Cl)c1C(=O)OCc1c(F)cccc1Cl
 : 68	105	86	70	72	60	72	94

The results go on.
Value order – SR	MDA-MB-231	MCF7	MDA-MB-435	K-562	MDA-MB-468	RPMI-8226	MOLT-4
> CCOC(=O)C1=C(C)N=C2Sc3cc(OC)ccc3N2C1c1ccccn1 (stereo not drawn)
 : 85	80	98	99	98	96	69	90
> Cc1nc2sc3c(c2c(C)c1Br)NC(c1ccccn1)NC3=O (stereo not drawn)
 : 36	49	50	62	20	66	44	31
> COc1ccc(-c2nnc(-c3ccc(Cl)cc3)o2)cc1
 : 74	95	85	89	98	96	94	86
> CC12CC3(C)CC(C)(C1)CC(C(Cl)C(=O)O)(C2)C3 (stereo not drawn)
 : 91	109	105	102	82	99	93	90
> COc1cc(/C=N/Nc2ncnc3c2c(C)nn3-c2ccc(F)cc2)ccc1O
 : 77	84	85	95	76	92	92	62
> COC(=O)[C@@H]1CCCN1C(=O)C1=C(C)NC(=S)NC1c1ccc(O)c(OC)c1 (stereo partly drawn)
 : 108	106	82	105	97	92	108	98
> O=S(=O)(Oc1c(Cl)cc(Cl)cc1Cl)c1ccccc1
 : 93	93	96	100	99	96	100	92
> CCOC(=O)c1sc(/N=C2\NC(=O)/C(=C/c3ccc(F)cc3)S2)nc1C
 : 100	88	91	91	89	87	98	91
> Cc1ccc(-c2cc(Cc3cccs3)c(=O)n(CN3CCN(C)CC3)n2)cc1C
 : 78	87	100	108	90	103	77	80
> C#C[C@]1(O)CC[C@H]2[C@@H]3CCc4cc(O)cc(C)c4[C@H]3CC[C@@]21C
 : 76	90	106	89	64	85	59	x

The list continues:
Value order – SR	MDA-MB-231	MCF7	MDA-MB-435	K-562	MDA-MB-468	RPMI-8226	MOLT-4
> COC(=O)C1CCC(=O)N1S(=O)(=O)c1ccc([N+](=O)[O-])cc1 (stereo not drawn)
 : 95	118	99	97	91	109	109	100
> COc1cc(Br)c(CC2c3cc(OC)c(OC)cc3CCN2C)cc1OC (stereo not drawn)
 : 122	99	89	101	90	x	139	116
> CCOC(=O)CNC(=O)Nc1ccc(Oc2ccc(NC(=O)NCC(=O)OCC)cc2)cc1
 : 94	108	76	95	105	100	100	107
> COc1cc(-c2c3cnn(C(C)C)c3nc3[nH]c(=O)n(C)c23)cc2c1OCO2
 : 80	73	96	111	82	98	92	104
> O/N=C(\CSc1nnc(-c2cc(-c3ccccc3)nc3ccccc23)n1-c1ccccc1)c1ccccc1
 : 86	118	97	97	87	103	105	75
> C[C@@H]1CC[C@@H]2[C@@H]1[C@H](OC(=O)/C=C/c1ccccc1)[C@]1(c3ccccc3)C[C@@H](OC(=O)CO)[C@@]2(C)O1
 : x	97	84	99	x	88	98	92
> COc1ccc2[nH]c(O)c(N=NC(=O)Cc3c[nH]c4ccccc34)c2c1
 : 93	85	87	101	98	84	74	90
> Clc1cc(Cl)c(Cl)c(-c2nnc3sc(-c4ccncc4)nn23)c1
 : 96	88	93	104	88	x	144	101
> Cc1ccc2nc(NC(=O)CSc3nc(-c4ccccc4)c(C(=O)O)c(=O)[nH]3)sc2c1
 : 61	104	94	108	107	113	101	106
> Cc1ccc(NC(=O)CSc2nnc(-c3ccc(NC(=O)c4cccnc4)cc3)o2)cc1
 : x	115	109	114	77	114	x	93

(listing goes on)
Value order – SR	MDA-MB-231	MCF7	MDA-MB-435	K-562	MDA-MB-468	RPMI-8226	MOLT-4
> C(=N/N=C(N/N=C/c1cccs1)N/N=C/c1cccs1)/c1cccs1
 : 50	89	43	82	24	72	39	36
> CCCCCCCOC(C)=O
 : 95	104	90	105	110	85	99	99
> COc1ccc(-n2c(-c3ccccc3)c(-c3ccccc3)c3c(SCC(=O)N/N=C/c4ccc(N(C)C)cc4)ncnc32)cc1
 : 107	80	66	89	95	43	65	100
> Cc1c(-c2ccccc2)c(-c2ccccc2)c(C)n1-c1ccc(F)cc1
 : x	71	86	96	49	82	57	50
> O=C(/C=C/C=C/c1ccc2c(c1)OCO2)NN=C(c1ccc(F)cc1)c1ccc(F)cc1
 : 64	104	91	101	95	98	96	99
> c1ccc(-c2nc3sc(C(c4ccccc4)c4ccccc4)nn3c2-c2ccccc2)cc1
 : 81	98	91	99	106	96	108	107
> O=C1C2C(C(=O)N1CC[Se][Se]CCN1C(=O)C3C(C1=O)[C@H]1C=C[C@@H]3C1)[C@H]1C=C[C@@H]2C1 (stereo partly drawn)
 : 4.3*	-34*	9.0*	-66*	7.9*	-13*	-44*	1.3*
> Cc1ccc(S(=O)(=O)N(C)c2ccc3c(c2)C(=O)c2ccccc2-3)cc1
 : x	86	77	97	88	83	94	92
> FC(F)(F)Oc1cccc(C2=CN=C3SC(Cc4cccnc4)=NC23)c1 (stereo not drawn)
 : 64	66	70	67	59	66	59	44
> CC1=CSC2=NC(c3ccc(Cl)c(Cl)c3)=CC(c3ccc(Cl)cc3)N12 (stereo not drawn)
 : 0.6*	-44*	54	10	17	-61*	82	35

The list continues.
Value order – SR	MDA-MB-231	MCF7	MDA-MB-435	K-562	MDA-MB-468	RPMI-8226	MOLT-4
> Cc1c(C(=O)NO)sc2ncnc(Nc3ccc(Cl)cc3)c12
 : 103	88	89	102	105	103	104	102
> COCCNC(C(=O)c1ccccc1)c1ccccc1 (stereo not drawn)
 : 109	102	95	103	103	91	98	99
> COC(=O)CC(=O)c1cccc([N+](=O)[O-])c1
 : x	106	102	102	112	110	97	100
> CN1CCN(CCOc2ccc(-c3cnc4c(-c5ccccc5F)cnn4c3)cc2)CC1
 : -13*	29	19	-29*	-50*	46	-10.0*	-9.4*
> CCOC(=O)/C(C#N)=C\N1CCN(C(=O)CCCl)c2ccccc21
 : 103	94	93	101	109	89	x	111
> O=C1OCC/C1=N/O
 : 94	101	97	102	96	107	106	97
> COC(=O)[C@]1(C)N[C@H](c2cn(-c3ccccc3)nc2C)[C@@H]2C(=O)N(c3ccccc3)C(=O)[C@@H]21
 : x	124	97	103	x	98	x	x
> C#C[C@]1(O)CC[C@@H]2C3[C@H](C)CC4=C(CCC(=O)C4)[C@H]3CC[C@@]21C (stereo partly drawn)
 : 53	113	128	94	x	73	73	91
> CC(=O)Nc1c(I)c(NC(C)=O)c(I)c(C(=O)O)c1I
 : 81&87	117&105	97&99	102&101	69	115	112&106	90&97
> N#Cc1c(-c2ccccc2)cc(-c2ccccc2)n(CCCCCC(=O)Nc2ccccc2N)c1=O
 : 18	64	68	92	46	63	-19*	9.1*

Next part
Value order – SR	MDA-MB-231	MCF7	MDA-MB-435	K-562	MDA-MB-468	RPMI-8226	MOLT-4
> Brc1ccc(Nc2nc3ccccc3s2)cc1
 : 99	109	98	105	82	109	94	92
> O=c1cc(-c2sc(N3CCCCC3)nc2-c2ccccc2)c2cc(Cl)ccc2o1
 : 88	82	69	97	96	100	92	87
> O=C(NC(Cc1ccccc1)c1nnc2n(Cc3ccccc3)c(=O)c3c4c(sc3n12)CCCC4)c1ccccc1 (stereo not drawn)
 : x	85	93	107	74	x	102	73
> N#CC1=C(Nc2ccccc2Cl)SC2(CCCC2)NC1=O
 : x	90	94&96	96&108	97&106	96&102	102&101	104&107
> O=c1c2c3c(sc2n2c(CN4CCOCC4)nnc2n1Cc1ccccc1)CCCC3
 : 75	86	119	101	70	x	79	82
> Cn1c(=O)[nH]c2c(cnn2C)c1=O
 : 108	108	93	111	102	102	109	85
> COc1ccc(C/C(C)=C(\c2ccc(Cl)cc2)c2ccc(OCCCN(C)C)cc2)cc1
 : -32*	83	16	83	-8.0*	60	-3.0*	41
> CC1(C)NC2=C(C(Nc3cccnc3)N1)C(c1ccc(Cl)cc1)C(C(=O)c1ccc(N=[N+]=[N-])cc1)O2 (stereo not drawn)
 : 104	97	95	100	103	128	111	105
> COC(=O)c1ccc2c(c1)NC(c1cc3ccccc3[nH]c1=O)c1c(n[nH]c1C(C)(C)C)N2 (stereo not drawn)
 : 92	121	99	104	x	105	97	90
> O=C(NCCCl)c1cccc(F)c1
 : 88	101	97	120	111	108	95	101

Additional records:
Value order – SR	MDA-MB-231	MCF7	MDA-MB-435	K-562	MDA-MB-468	RPMI-8226	MOLT-4
> O=C(O)CN1C(=O)S/C(=C\C(Cl)=C\c2ccc([N+](=O)[O-])cc2)C1=O
 : 105	108	97	105	103	93	103	100
> O=C(O)c1ccccn1
 : 81	119	101	101	x	99	106	59
> Cc1ccc(NC(=S)/N=C/c2c(O)[nH]c(=O)[nH]c2=O)c(C)c1
 : 95	99	96	108	98	109	101	92
> O=C(Cn1nnc2ccccc21)N/N=C/c1ccccc1F
 : 97	91	90	102	94	91	101	104
> COc1ccc(-c2n[nH]nc2-c2cc(OC)c3c(c2)OCO3)cc1
 : -31*	-26*	16	-75*	-11*	39	9.6*	-15*
> CSc1nc(N)c(NS(=O)(=O)c2ccc(C(C)=O)cc2)c(=O)[nH]1
 : 119	104	86	102	96	97	110	112
> CN(C)CCCNC(=O)c1cncnc1Nc1ccc(OCc2cccc(F)c2)c(Cl)c1
 : -48*	-43*	-44*	-89*	-58*	-7.8*	-15*	-41*
